PGE2 EP2 inh – EP2 receptor (human) inhibition. inhibition, % at 25 µM. P43116. 0.52% of 260,000 active. C6 glioma cells expressing human EP2, cAMP TR-FRET; cells stimulated with saturating PGE2;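 active means percent inhibition above 40 after rounding to a whole number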;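 further: rat C6 glioma host cells with rolipram phosphodiesterase inhibitor present; the protocol text gives 20 µM as final concentration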
Target sequence (P43116 whole entry, looked up): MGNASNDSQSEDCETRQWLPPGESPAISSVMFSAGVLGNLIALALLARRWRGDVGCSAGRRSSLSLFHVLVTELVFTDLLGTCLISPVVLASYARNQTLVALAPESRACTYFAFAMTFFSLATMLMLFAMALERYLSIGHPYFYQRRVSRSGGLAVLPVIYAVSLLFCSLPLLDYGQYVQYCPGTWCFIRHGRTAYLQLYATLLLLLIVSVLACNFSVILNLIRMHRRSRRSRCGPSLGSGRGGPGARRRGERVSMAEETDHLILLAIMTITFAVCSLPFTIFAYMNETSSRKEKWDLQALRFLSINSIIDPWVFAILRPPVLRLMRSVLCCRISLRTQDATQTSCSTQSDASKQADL
p47phox inh – blocks human p47phox regulatory protein of NADPH oxidases; p47phox/p22phox peptide binding, fluorescence polarization, 2 h; inhibition, % at 24.7 µM; 0.53% of 220,000 active;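 active means inhibition above about 30%, limit read from the data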;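 further: 0% = p47phox with labelled peptide and 100% = labelled peptide alone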
Target sequence (P14598 whole entry, looked up): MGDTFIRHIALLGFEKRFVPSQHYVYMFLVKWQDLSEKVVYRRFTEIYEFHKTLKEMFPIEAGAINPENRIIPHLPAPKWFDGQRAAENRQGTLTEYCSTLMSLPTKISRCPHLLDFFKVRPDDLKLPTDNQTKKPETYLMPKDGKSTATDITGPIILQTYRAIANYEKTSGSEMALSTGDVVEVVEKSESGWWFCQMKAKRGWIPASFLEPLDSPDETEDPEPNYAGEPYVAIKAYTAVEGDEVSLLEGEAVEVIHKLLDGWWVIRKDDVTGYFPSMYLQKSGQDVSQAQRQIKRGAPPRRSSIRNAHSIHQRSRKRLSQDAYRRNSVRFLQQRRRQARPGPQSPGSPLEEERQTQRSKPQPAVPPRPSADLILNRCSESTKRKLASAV
Furin inh – inhibitors of human furin; P09958; purified furin, fluorogenic substrate cleavage; inhibition, % at 30 µM; 0.061% of 220,000 active; AID 463115; in the data active means inhibition above about 25%; further: inactives centre near -15
Ba/F3 V617F tox – lowers viability of Ba/F3 cells expressing EpoR and JAK2V617F; inhibition, % at 5.6 µM; AID 1446; 1.1% of 220,000 active; ATP luminescence;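 active means inhibition above the campaign mean plus 3 SD over all tested compounds, cut at about 24% in these data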;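 further: cytokine-independent growth of Ba/F3 cells driven by EpoR plus mutant JAK2; 0% = DMSO-treated cells and 100% = JAK inhibitor I control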
p97 ATPase inh – human p97 ATPase inhibition. P55072. recombinant p97 ATPase, Kinase-Glo ATP luminescence, 3 h. inhibition, % at 8 µM. 0.42% of 220,000 active. AID 1481; in the data active means inhibition above about 15%;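 further: 0% = DMSO vehicle and 100% = wells lacking enzyme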
RBBP9 inhibitor – human RBBP9 hydrolase inhibition; recombinant RBBP9, FP-Rh probe fluorescence polarization; inhibition, % at 7.94 µM; 0.2% of 220,000 active; AID 1515;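 active means inhibition above the campaign mean of all tested compounds plus 3 SD, cut at about 14% in these data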;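 further: plate controls were DMSO wells with RBBP9 for no effect and wells lacking RBBP9 protein for full effect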
Target sequence (O75884 whole entry, looked up): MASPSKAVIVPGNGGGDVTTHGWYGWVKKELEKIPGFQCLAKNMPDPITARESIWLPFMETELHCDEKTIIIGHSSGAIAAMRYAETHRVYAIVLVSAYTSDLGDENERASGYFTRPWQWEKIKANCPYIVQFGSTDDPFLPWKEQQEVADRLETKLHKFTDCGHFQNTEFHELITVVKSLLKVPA
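System: RBBP9 protein / Quantity: 2.5 µM RBBP9 dispensing solution, before mixing / Also added: Serine-hydrolase probe FP-Rh, 375 nM pre-mixing / Dosing: 7.94 µM single dose, 0.794% DMSO / Timing: enzyme-compound preincubation 30 min, then probe labeling 45 min, 25 °C / Signal: FP readout at 525/598 nm / Controls: DMSO-treated enzyme wells and wells lacking RBBP9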
TbHK1 inh – T. brucei hexokinase 1 inhibition. recombinant TbHK1, G6PDH-coupled NADH A340. inhibition, % at 10 µM. 0.11% of 220,000 active. AID 1430;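 active means inhibition of 50% or more in the single-dose primary screen; inactive means inhibition below 50%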
PPC-1+TRAIL kill – kills PPC-1 cancer cells in the presence of TRAIL. PPC-1 cells + TRAIL, ATPLite viability luminescence. cell killing (% activity), % at 4 µM. 0.41% of 220,000 active. AID 1443;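 active means cell killing above 50% in the first pass at 4 µM, then a duplicate retest at 5 µM averaging 50% or more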;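 further: plate controls were cells with TRAIL plus DMSO for no effect and medium-only wells lacking cells for full effect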
BaF3 parental – reduces parental Ba/F3 cell viability, JAK2V617F counter-screen; CellTiter-Glo ATP luminescence; 1.1% of 220,000 active; inhibition, % at 5.6 µM;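 active means inhibition above a per-campaign cutoff, the mean inhibition of all tested compounds plus 3 SD, cut at about 27% in these data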;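 further: 0% = DMSO wells and 100% = JAK Inhibitor I control wells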
* hit, by the source's call; x = no result given; & = joins results of further samples; [ ] = another dose, or the depositor's remark.

SMILES	PGE2 EP2 inh	p47phox inh	Furin inh	Ba/F3 V617F tox	p97 ATPase inh	RBBP9 inhibitor	TbHK1 inh	PPC-1+TRAIL kill	BaF3 parental
O=C1C2(c3ccccc3)CN3CN(C2)CC1(c1ccccc1)C3	12	-211	-20[20 µM]	-2	-1	-1	3	1	5
NC(=O)CSP(=O)(c1ccccc1)c1ccccc1	5	-5	-19[20 µM]	2	-2	-6	-1	9	1
CCOP(=O)(OCC)c1ccc(OP(=O)(c2cccc([N+](=O)[O-])c2)c2cccc([N+](=O)[O-])c2)cc1	11	-10	-20	-4	2	-13	-14	3	0
CC[N+]1(C)CCCC(OC(=O)C(O)(c2ccccc2)c2ccccc2)C1 (centres undefined)	14&15	0	-11	1	1	-8	3	13	4
CCc1ccc(NC(=O)C(C)OC(=O)c2c(C)nn(Cc3ccccc3)c2Cl)cc1 (centres undefined)	5	9	-15	-5	-1	-1	4	10	-1
CCCCn1c(O)c(C(C)=NCCCN(C)C)c(=O)[nH]c1=O	9	-4	-9	-1	2	-3	9	-10	-1
COc1ccc(N2C(=O)NC(=O)/C(=C/c3ccc([N+](=O)[O-])s3)C2=O)cc1	8	-109	-4	-1	10	-10	-16	8	-1
CC(=O)OC1N=C(c2ccccc2)c2cc(Br)ccc2N(C)C1=O (centres undefined)	x	32*	-24[20 µM]	-5	4	1	-6	8	1
O=C1NC(=O)C(CCc2ccncc2)(Cc2ccc(OCc3ccccc3)cc2)C(=O)N1	13	4	-23	-2	3	2	-2	-5	1
CCCCNC(=O)NC(C(N)=O)P(=O)(OCC)OCC (centres undefined)	6	-9	-14	-5	6	-5	-3	-4	-3
CC1(C)OC(c2ccccc2)=C/C(=C/C=C2C(=O)NC(=S)NC2=O)O1	3	-249	-28	-2	8	-19	28	20	42*
O=C1c2ccccc2C(=O)N1Cc1nc2ccccc2c(=O)n1-c1ccccn1	11	-7	-31[20 µM]	-4	3	-1	-3	11	5
COc1ccc(C(=O)C2CCCN(Cc3cnc(C)s3)C2)c(OC)c1 (centres undefined)	7	7	-20	-5	7	3	-3	2	-1
C=CCN(c1ccc(C(=O)N(CC)CC)cc1)S(C)(=O)=O	15	-9	-27[20 µM]	-4	0	-11	-1	7	3
c1ccc(NC2=NCCS2)cc1	3	1	-20	2	-1	-12	10	9	1
CNCCc1ccccc1	17	-11	-30	x	x	x	-8	-7	x
CCc1ccc(CN2CCN(C(=O)Cc3ccccc3)CC2)cc1	5	3	-16	4	-9	-5	1	-5	5
Cc1ccc(C2=NCC(=O)N(CC(=O)N3CCCCC3)c3sc(C)c(C)c32)cc1	8&4	-16	-24[20 µM]	3	-3	-5	-6	-8	12
CC(=O)OC1N=C(c2ccccc2)c2cc(Br)ccc2NC1=O (centres undefined)	5	-1	-9[20 µM]	0	2	1	-4	-8	0
O=C1NC(=O)N(Cc2ccc(F)cc2)C(=O)/C1=C\c1ccc(N2CCCC2)cc1	15	193*	-11	-2	-3	-13	-20	2	-4
O=C(NC(=O)c1c(F)cccc1F)Nc1cc(Cl)c(F)c(Cl)c1F	9	-32	-15	-5	10	-10	-10	-13	0
O=[N+]([O-])c1cc2c(cc1CNCCc1ccc3c(c1)OCO3)OCO2	7	5	-18	-3	6	-2	-5	3	7
CN(C)C(=O)Oc1ccc2ccccc2c1Cl	1	-2	-18[20 µM]	2	-7	-9	-5	13	6
Cc1nc2ccccc2c(=O)n1-c1cc(F)ccc1F	6	-5	-32	-1	7	-1	4	-9	6
CCCCCn1c(=O)c(C(=O)Nc2ccccc2S(N)(=O)=O)c(O)c2ccccc21	5	4	-4	4	-1	-16	-3	x	13

2 consecutive entries out of the list so far, quoted:
SMILES	PGE2 EP2 inh	p47phox inh	Furin inh	Ba/F3 V617F tox	p97 ATPase inh	RBBP9 inhibitor	TbHK1 inh	PPC-1+TRAIL kill	BaF3 parental
CCCCNC(=O)NC(C(N)=O)P(=O)(OCC)OCC (centres undefined)	6	-9	-14	-5	6	-5	-3	-4	-3
CC1(C)OC(c2ccccc2)=C/C(=C/C=C2C(=O)NC(=S)NC2=O)O1	3	-249	-28	-2	8	-19	28	20	42*

Returning to the listing, starting five compounds before the break.
SMILES	PGE2 EP2 inh	p47phox inh	Furin inh	Ba/F3 V617F tox	p97 ATPase inh	RBBP9 inhibitor	TbHK1 inh	PPC-1+TRAIL kill	BaF3 parental
O=C(NC(=O)c1c(F)cccc1F)Nc1cc(Cl)c(F)c(Cl)c1F	9	-32	-15	-5	10	-10	-10	-13	0
O=[N+]([O-])c1cc2c(cc1CNCCc1ccc3c(c1)OCO3)OCO2	7	5	-18	-3	6	-2	-5	3	7
CN(C)C(=O)Oc1ccc2ccccc2c1Cl	1	-2	-18[20 µM]	2	-7	-9	-5	13	6
Cc1nc2ccccc2c(=O)n1-c1cc(F)ccc1F	6	-5	-32	-1	7	-1	4	-9	6
CCCCCn1c(=O)c(C(=O)Nc2ccccc2S(N)(=O)=O)c(O)c2ccccc21	5	4	-4	4	-1	-16	-3	x	13
CCN(CC)CCN=Cc1c(O)n(CCC2=CCCCC2)c(=O)[nH]c1=O	5	-64	-11[20 µM]	-1	1	-2	4	-13	5
Nc1ccc([As](=O)(O)O)cc1	16	-5	-11	-2	8	6	-2	8	1
C[C@H]1OC[C@@H](C[N+](C)(C)C)O1	16&9	-7	-13	3	2	-8	0	19	7
CC(=NCCO)c1c(O)n(C)c(=O)n(C)c1=O	7	-8	-22	2	-1	-3	-1	11	4
CC12CC[C@H]3[C@@H](CCC4(O)C[C@H](O)CCC34/C=N/NC(=O)c3ccccc3O)C1(O)CCC2C1=CC(=O)OC1 (some centres undefined)	5	-9	-14	-2	10	-8	-17	23	0
Cc1cccc(NC(N)=S)c1	11	-14	-20[20 µM]	-1	6	-7	5	7	4
CCOC(=O)c1cc(CC)sc1/N=C/C1C(=O)NC(=S)NC1=O	8	-219	-11	-1	-2	-11	6	-3	2
O=C(Cc1ccccc1)N1CCN(CC2CC3C=CC2C3)CC1 (centres undefined)	3	4	-23[20 µM]	0	-5	-7	5	10	3
Oc1cccc(/C=N/NP(=S)(c2ccccc2)c2ccccc2)c1	10	-11	-18[20 µM]	-5	5	-8	3	3	0
O=c1[nH]c(=O)n(C2CCCCCC2)c(O)c1C=NCc1cccnc1	1	-3	-14	0	1	0	-6	18	-3
Cc1cc(OCCCC(=O)NCc2cccs2)ccc1Cl	13	-10	-5	-3	4	-9	36	-4	2
CC12CN3CC(C)(CN(C1)C3c1cccs1)C2 (centres undefined)	5	-4	-9	-1	2	0	8	1	0
COC(=O)C(O)(c1ccc(N=Cc2ccccc2O)c(C)c1)C(F)(F)F (centres undefined)	10	-3	-25	0	5	-7	1	-3	7
Cn1c(O)c(C(=N)COc2ccccc2)c(=O)n(C)c1=O	5	3	-26[20 µM]	-4	3	-6	-4	7	-3
CC12CN3C(O)C(C)(C1)CC(C)(C2)C3O (centres undefined)	9	-7	-14	-1	9	-7	4	2	-1
FC(F)(F)c1ccccc1CN1CCN(Cc2ccccc2)CC1	5	-8	-9[20 µM]	-3	3	-5	1	24	1
CCCOC(=O)COc1cc(C)cc2oc(=O)c3c(c12)CCC3	21	-1	-19	2	2	-11	0	17	3
O=C(OCC(=O)c1ccc([N+](=O)[O-])cc1)/C(=C\c1ccc(Cl)cc1)NC(=O)c1ccccc1	-2	-12	-16[20 µM]	0	5	-2	-2	x	0
CN(C)C(=O)Oc1cccc(-c2cn3cc(Cl)ccc3n2)c1	6	4	-14	-2	-1	3	-12	40	1
CN(C)C(=O)Oc1ccnc2cc(Cl)ccc12	3	-3	-30	0	4	4	1	-6	1
CC(C)NC(C)C(=O)C12CC3CC(CC(C3)C1)C2 (centres undefined)	17	0	-22[20 µM]	-2	3	-2	-4	24	1
CSc1ncc(Cl)c(C(=O)O)n1	18	0	-28	-2	3	-5	3	24	6
Cn1c(O)c(/C=N/N2CCOCC2)c(=O)n(C)c1=S	6	-18	-6	-5	8	-12	-53	-12	4
CCN1C(=O)C(=C2C=C(C)OC(C)=C2)C(=O)N(CC)C1=S	7	-112	-29	3	4	-2	-10	21	6
CC(C)Oc1cccc(C(=O)C2CCCN(C3CCOCC3)C2)c1 (centres undefined)	16	-8	-24	-1	2	-5	-12	14	4
SMILES	PGE2 EP2 inh	p47phox inh	Furin inh	Ba/F3 V617F tox	p97 ATPase inh	RBBP9 inhibitor	TbHK1 inh	PPC-1+TRAIL kill	BaF3 parental
CCN(CC)C(=O)c1ccc(NC(=O)CSc2nnnn2-c2cc(OC)ccc2OC)cc1	7	-14	-26	-1	0	-3	2	14	4
O=C(c1cccs1)c1cn(Cc2ccccc2Cl)c2ccccc12	9	-39	-19[20 µM]	-3	3	1	-8	6	0
CC12CN3CCN(C1)CC(C)(C3)C2=NO	-1	-29	-11[20 µM]	0	2	2	-7	-10	3
CN=C(SCc1cc2c(cc1Cl)OCO2)c1c(O)n(C)c(=O)n(C)c1=O	13	4	-20	1	2	-6	-9	0	7
CCOc1cc(C=C2C(=O)NC(=O)NC2=O)cc([N+](=O)[O-])c1O	4	-1	-22	-3	8	-7	-35	16	1
COC(=O)c1c(C)n(Cc2ccco2)c2ccc(O)cc12	6	0	-8[20 µM]	0	-3	-11	-7	23	3
CC1(C)CSC(Nc2ccc(F)c(Cl)c2)=N1	6	-11	-13	-4	5	-6	4	-7	4
C[C@]12CCC(=O)C(O)=C1CC[C@@H]1[C@@H]2CC[C@]2(C)C(=O)CC[C@@H]12	19	2	-4	-1	-1	-6	-2	6	0
Fc1ccc2c(c1)nnn2C1CCN(Cc2ccccc2)CC1	10	2	-34	1	4	-1	8	17	10
CCCCOCCCn1c(N)c(C(=O)OC(C)COC)c2nc3ccccc3nc21 (centres undefined)	5	-14	-38	0	1	-4	-7	10	6
c1ccc(CCNCc2ccccc2)cc1	5	-20	-20	4	-3	-2	-3	1	9
COc1ccccc1N1CCN(Cc2cnc(-c3ccccc3)[nH]2)CC1	13	11	-15	-3	5	-5	6	11	0
C[N+]12CCC(CC1)C(C#N)(N1CCOCC1)C2 (centres undefined)	10	-8	-33	0	2	-10	6	2	0
Cn1cc(C=C(C#N)C#N)c2ccccc21	19	-5	12	0	-6	-15	1	13	6
Cc1[nH]c2c(C(F)(F)F)cccc2c1CCN	12	-11	-24	4	-4	-2	3	15	11
O=C1OCCC1NC1=NCCC1 (centres undefined)	9	1	-7[20 µM]	-2	7	1	-1	16	3
O=c1[nH]c(=S)n(C2CC2)c(O)c1C=Nc1ccc2c(c1)OCO2	4	-30	-13	2	-3	-6	-6	-1	-2
COc1cc(/C=C2\C(=O)NC(=O)N(c3ccccc3)C2=O)cc(OC)c1OC	12	-10	-13[20 µM]	0	2	-11	-7	17	7
CCOC(=O)c1[nH]c(C)c(C(=O)N2CCC3(CC2)OCCO3)c1C	5	-7	-21	-4	1	-7	2	10	1
CCOc1ccc(N2C(=O)NC(=O)/C(=C\c3ccc(N4CCCCC4)o3)C2=O)cc1	8	-47	3	-1	4	0	4	27	-1
CCC1CN(C)CCC1(OC(C)=O)c1ccccc1 (centres undefined)	12	-10	-18[20 µM]	-1	1	0	7	12	0
c1ccc2c(CN3CCCCC3)c[nH]c2c1	-1	-2	-1	3	-12	-3	-3	14	-2
Cc1cc(C(=O)N2CCC3(CC2)OCCO3)cs1	6	1	-12[20 µM]	-4	3	-6	1	-8	-2
CCN(CC)CC(=O)Nc1ccc(Cl)cc1C(=O)c1ccccc1	22	-7	-16[20 µM]	-4	-1	8	-1	x	-1
O=C1NC(=S)NC(=O)C1C/C=C/c1ccccc1	10	-10	-29[20 µM]	-1	5	-4	-3	7	4
Cc1c(CCN)ccc2c1[nH]c1ccccc12	14	-4	2	-2	0	2	-5	7	1
CC(C)CCC1(CN2CCCC2=O)C(=O)NC(=O)NC1=O	21	-7	-8[20 µM]	0	4	4	-2	2	6
CN(C)C(=O)Oc1ccc(C(=O)c2ccccc2)cc1	7	-20	-18[20 µM]	0	-3	1	0	15	5

These rows are one share of the data; count on the stated rates, not on these rows.
